Screening results (PubChem BioAssay)
GAA inh – alpha-glucosidase (human) inhibition; purified human GAA, 4-MU-alpha-glucoside fluorescence; Potency, µM (highest dose often 76.9 µM), for inactives: at the highest dose activity change, negative = inhibition, actives largely listed as inhibitors; 200,000 tested, 0.005% active;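 note: plate controls were uninhibited enzyme wells for no effect and no-enzyme background for full effect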
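Human enzyme at 4 nM with 400 uM 4-methylumbelliferyl-alpha-D-pyranoside, citrate/phosphate buffer pH 5.0, 0.005% Tween-20, 20 min at room temperature. Compounds up to 77 uM. 4-MU fluorescence (Ex 365/Em 440) read after NaOH/glycine stop; AC50 from Hill fit.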
RGS12 GoLoco inh – blocks human Gai1 binding to RGS12 GoLoco peptide, red readout | Potency, µM (titrated, usually from 61.6 µM), inactives show at the top dose activity, negative = inhibition, actives largely listed as inhibitors | Gai1:RGS12 GoLoco peptide FP, rhodamine, 10 min | AID 880 | 230,000 tested, 0.44% active; active = well fitted inhibition curve with a large enough effect, not every such curve was filed as active; inactive = no such curve, though single readings can be large or run the other way; note: nearly all actives have a fitted effect of over 30% in size; many of its hits are not listed in these tables
RECQ1 helicase – RECQ1 (human) helicase inhibition; P46063; RECQ1 DNA unwinding, red fluorescence kinetic read; Potency, µM (highest dose often 57.3 µM), for inactives: at the top dose activity, negative = inhibition, most hits filed as inhibitors; 240,000 tested, 0.54% active;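 note: plate controls were vehicle for no effect and no enzyme for full effect; nearly all actives have a fitted effect of over 30% in size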
Target sequence (P46063 whole entry, looked up): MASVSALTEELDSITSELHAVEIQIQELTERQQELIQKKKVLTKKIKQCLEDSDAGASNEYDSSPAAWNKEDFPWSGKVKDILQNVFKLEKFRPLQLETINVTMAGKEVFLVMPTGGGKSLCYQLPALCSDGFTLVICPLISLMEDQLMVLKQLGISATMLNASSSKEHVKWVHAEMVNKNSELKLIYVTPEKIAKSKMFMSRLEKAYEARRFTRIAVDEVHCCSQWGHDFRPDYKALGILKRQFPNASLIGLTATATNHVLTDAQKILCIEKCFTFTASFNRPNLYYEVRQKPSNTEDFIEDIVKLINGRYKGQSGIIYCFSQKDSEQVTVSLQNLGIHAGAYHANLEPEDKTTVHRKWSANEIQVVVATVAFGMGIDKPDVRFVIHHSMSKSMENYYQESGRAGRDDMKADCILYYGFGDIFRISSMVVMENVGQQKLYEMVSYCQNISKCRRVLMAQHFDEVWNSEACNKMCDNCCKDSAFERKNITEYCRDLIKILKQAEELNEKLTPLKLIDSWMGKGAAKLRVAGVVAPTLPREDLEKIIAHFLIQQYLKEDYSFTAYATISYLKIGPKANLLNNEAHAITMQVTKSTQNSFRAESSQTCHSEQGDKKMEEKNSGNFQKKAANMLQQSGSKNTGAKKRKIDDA
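50 nM RECQ1T1 preincubated 15 min with compound in Tris pH 8.0 buffer with MgCl2, DTT, Tween-20 and 2.5 ug/ml poly(dI-dC); started with 200 nM TAMRA/BHQ-2 forked duplex and 2 mM ATP. Unwinding read as fluorescence (525/598 nm), two reads 2 h apart.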
TexasRed fluor – counter-screen for TRb-SRC2 inhibitors: fluorescence interference; TRb/SRC2 Texas Red total fluorescence interference; Potency, µM (titrated, usually from 106 µM), without a hit: at the top dose fluorescence change, negative = quenching; 280,000 tested, 0.29% active; AID 1479; active = well fitted curve in either direction with a large enough effect; inconclusive = small, poorly fitted or top-dose-only effect
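Flags fluorescent or light-absorbing compounds by total fluorescence, S + 2P, at 555 nm excitation and 632 nm emission. Mixture: 20 nM Texas Red SRC2 peptide, 0.6 uM human TRb LBD, 1 uM T3, 5% DMSO; compound exposure 5 h at ambient temperature.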
GAA glycogen – alters human alpha-glucosidase cleavage of glycogen. P10253. recombinant GAA, glycogen substrate, Amplex Red glucose oxidase fluorescence. Potency, µM (titrated, usually from 76.4 µM), inactives show at the top dose activity change, negative = inhibition, usual class: inhibitors. 300,000 tested, 0.38% active;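 note: 0% = full enzyme reaction and -100% = no-enzyme basal signal; the screen sought inhibitors and activators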
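Recombinant human alpha-glucosidase (4 nM final) hydrolysed bovine liver glycogen (30 ug) for 40 min at 37 C in pH 5.0 citrate/phosphate with 0.01% Tween-20. Released glucose detected by glucose oxidase/Amplex Red, Ex 573/Em 610 nm. Compounds up to 77 uM; AC50 from Hill fits.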
L3MBTL1 inh – inhibitors of human L3MBTL1; Potency, µM (top dose mostly 57.1 µM), for the others: at the highest dose activity, negative = inhibition, most hits filed as inhibitors; Q9Y468; AlphaScreen L3MBTL1–H3K9me1 peptide binding; 230,000 tested, 0.66% active; note: nearly all actives have a fitted effect of over 60% in size
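Displacement of a biotinylated histone H3(1-15) peptide monomethylated at Lys9 (75 nM) from L3MBTL1 (50 nM) was measured by AlphaScreen after a 30 min room-temperature compound incubation; cefsulodin titration served as intraplate control.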
aGlu spleen mod – inhibitors or activators of human alpha-glucosidase in spleen homogenate | human spleen homogenate, 4-MU-alpha-glucoside fluorescence | 240,000 tested, 0.006% active | P10253 | Potency, µM (titrated, usually from 79.9 µM), for the others: top-dose activity change, negative = inhibition, actives largely listed as inhibitors;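 note: 0% = enzyme with vehicle and -100% = no enzyme basal signal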
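Human spleen homogenate (1 ug) with 4-methylumbelliferyl-alpha-D-glucopyranoside (1 mM final) in 50 mM citrate/phosphate pH 5.0, 0.01% Tween-20; 40 min at 37 C. Stopped at pH 10; 4-MU fluorescence Ex 365/Em 440 nm; AC50 by Hill fit.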
TRb-SRC2 inh – TRbeta-SRC2 interaction inhibition | Potency, µM (doses to about 106 µM), inactives show top-dose activity change, negative = inhibition, usual class: inhibitors | TRbeta-SRC2 peptide binding, fluorescence polarization; receptor liganded with 1 µM T3 | 280,000 tested, 0.065% active | P10828 | AID 1469;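 note: plate controls were bound peptide for no effect and peptide without receptor for full effect; nearly all actives have a fitted effect of over 50% in size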
Target sequence (P10828 whole entry, looked up): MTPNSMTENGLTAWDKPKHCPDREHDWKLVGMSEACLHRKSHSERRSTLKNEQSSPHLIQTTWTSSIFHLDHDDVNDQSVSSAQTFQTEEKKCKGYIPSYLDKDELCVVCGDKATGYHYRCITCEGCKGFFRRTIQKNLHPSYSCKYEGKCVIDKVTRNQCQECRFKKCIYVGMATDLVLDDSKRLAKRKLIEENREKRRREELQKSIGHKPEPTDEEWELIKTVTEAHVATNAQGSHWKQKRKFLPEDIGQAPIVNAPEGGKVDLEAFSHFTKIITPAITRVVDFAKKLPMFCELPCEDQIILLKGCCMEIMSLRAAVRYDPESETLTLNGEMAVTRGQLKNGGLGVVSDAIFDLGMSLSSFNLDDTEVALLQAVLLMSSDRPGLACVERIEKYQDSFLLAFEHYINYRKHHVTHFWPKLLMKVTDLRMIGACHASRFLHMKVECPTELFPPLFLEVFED
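Read-out is fluorescence polarization (555 nm excitation, 632 nm emission) of a Texas Red SRC2 coactivator peptide; loss of signal reflects blocked binding to human TRb ligand-binding domain in the presence of 1 uM T3.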
Starred values were filed as active, the others as inactive; i = inactive; u = inconclusive; x = no result given; & = joins results of further samples; [ ] = dose if it differs, or a comment. Unless noted, calls come from the whole dose curve; as a rule, active = well fitted curve in the direction sought with a large enough effect; inconclusive = small, poorly fitted or top-dose-only effect, or another doubt; inactive = no such curve, though single readings can be large; an effect the other way counts as inactive or inconclusive. Unless noted, % is set by controls: 0 for no effect and ±100 for the full control effect; potency is the fitted concentration of half-maximal effect. These rows are one share of the data; count on the stated rates, not on these rows.

Every second line gives: GAA inh, RGS12 GoLoco inh, RECQ1 helicase, TexasRed fluor, GAA glycogen, L3MBTL1 inh, aGlu spleen mod, TRb-SRC2 inh
CC(C)c1ccc(NC(=O)N(CCc2nc3ccccc3[nH]2)C2CCCC2)cc1
    -12%, -7%, -20%, x, -5%, 4%, 0%, x
COc1ccc(CCNC(=O)c2ccc(CS(=O)(=O)c3ccc(C)cc3)o2)cc1OC
    -7%, -11%, -8%, -1%&-3%, 14%[76.3 µM], x, 4%, -8%&-1%
CCc1ccc(Oc2coc3cc(OCC(=O)Nc4cc(C)ccc4C)ccc3c2=O)cc1
    4%, x, 0%, -5%, 15%, 2%, 0%, -1%
COc1ccccc1CNc1ccnc(-c2ccc3c(c2)OCO3)n1
    x, 0%, -6%, -7%, x, x, -1%, 4%
COc1ccc(CNCC(=O)Nc2ccccc2-n2cccc2)cc1
    -13%, -8%, 3%, -3%, u, 1%, -4%, -3%
COc1cc2c(cc1OC)CN(c1ccc(-c3ccccc3OC)nn1)CC2
    u, 4%, -5%, -7%, 1%, -8%, 4%, 1%
CCOP(=O)(OCC)/C(=N/OC(=O)c1ccc(Cl)cc1Cl)C(N)=O
    x, 2%, -4%, -5%, 1%, 7%, -1%, -2%
CCOc1ccc(-c2nc(N)ncc2-c2ccccc2OC)c(O)c1
    x, -8%, -8%, -1%, -8%, -5%, 10%, 6%
Cc1nc2c(C)[n+](CC(=O)c3ccccc3)ccc2n1C
    x, -4%, 4%, -2%, 4%, 5%, 4%, 6%
O=C(N/N=C/c1ccc[nH]1)c1ccccc1OCc1ccccc1Cl
    -1%, 9%, i, 0%, 10%, u, 4%, -1%
O=C(Nc1cccnc1)c1ccccc1NS(=O)(=O)c1ccc(F)cc1
    3%, 5%, -11%, -2%, 4%, 43%[activator], -4%, -7%
Cc1ccc(C)c(CSc2nc3[nH]ncc3c(=O)[nH]2)c1
    u, -5%, -9%, -6%, 4%, 12%, 1%, 2%
Cc1cc(N2CCN(C)CC2)nc2ccc(NC(=S)NC3CC3)cc12
    0%, -2%, -4%, 0%, -18%, x, -1%, -6%
COc1ccccc1N1CCN(C(=O)CCCCn2c(=O)[nH]c3ccsc3c2=O)CC1
    -10%[15.4 µM], -3%, -2%, -5%, 6%, 3%, 0%, 3%
COc1ccc(C(=O)/C=C(\C)NCc2ccc3c(c2)OCO3)cc1
    5%, 7%, -17%, -5%, -5%, -4%, -11%, -5%
COc1cccc(/C=N/Nc2cc(C)nc(-c3ccccc3O)n2)c1O
    -5%, 10%, -21%, -5%, -19%, 3%, -1%, 3%
Nc1cc(S(=O)(=O)Nc2cc(Cl)ccc2Cl)ccc1N1CCOCC1
    x, -16%, 11%, -2%, -4%, -1%, 0%, 0%
O=C(CN1CCN(Cc2ccccc2Cl)C1=O)NCc1cccnc1
    x, -3%, -2%, -2%, 7%, 4%, -1%, 2%
O=C(CCCCCn1c(=O)[nH]c2ccsc2c1=O)NCc1ccc(F)cc1
    0%, 1%, -5%, 0%, -5%, x, -6%, -3%
CCCNC(=O)c1nc(C)c(C)nc1C(=O)Nc1cccc(Cl)c1
    -3%, -6%, i, -2%, 2%, 8%, 7%, 2%
COc1cccc(NC(=O)NC2CCN(Cc3nnnn3Cc3ccc4c(c3)OCO4)CC2)c1
    x, 6%, i, -3%, 0%, x, 6%, 3%
COc1ccc(CC(=O)Nc2nc3ccccc3s2)cc1S(=O)(=O)N1CCOCC1
    -7%, 7%, -6%, 0%, -1%, -3%, 6%, 5%
CCOC(=O)c1[nH]c(C)c(C(=O)Nc2ccc(F)cc2)c1C
    -3%, 5%, -5%, 0%, 3%, x, 1%, 4%
CC(=O)NCCNC(=O)c1ccc(Sc2ccccc2)c([N+](=O)[O-])c1
    -6%, 1%, 6%, -3%, 6%, x, 3%, 3%
Cc1onc(-c2ccccc2)c1C(=O)NNC(=S)NC(=O)c1ccc(Br)cc1
    3%, 2%, -18%, -3%, -20%, 9%, -1%, -3%
COc1ccccc1N=c1sc2ccccc2n1C
    1%, -6%, i, -2%, 1%, x, 5%, -10%
Cc1ccsc1/C=C/C(=O)O
    3%, -2%, -12%, -4%, 4%, 4%, -7%, -8%
COc1ccc(NS(=O)(=O)c2ccc(C)cc2)c([N+](=O)[O-])c1
    x, 5%, -4%, -2%, -10%, -16%, 1%, 7%
CCC(=O)Nc1ccccc1C(=O)OCC(=O)c1cccc2ccccc12
    -8%, 0%, u, -1%, -7%, 18%, -17%, 3%
COc1ccc(N(CC(=O)Nc2ccc(C)cn2)S(=O)(=O)c2c(C)nn(C)c2C)cc1
    0%[15.4 µM], 8%, -4%, -4%, -13%, 3%, 3%, 0%
C=CCn1c(Sc2nc(C)cs2)nc2c1c(=O)[nH]c(=O)n2C
    4%, 3%, -3%, 0%, 0%, 5%, -5%, 0%
COc1cccc(NC(=O)Cn2c(=O)n(CCC(=O)NC3CCN(Cc4ccccc4)CC3)c(=O)c3ccccc32)c1
    x, -17%, i, -2%, -3%, x, 6%, -6%
C#Cc1ccc([C@@H]2C=C(C(=O)OCC=C)O[C@H](OCc3ccc(CO)cc3)C2)cc1
    x, 9%, -27%, -2%, -13%, 2%, 4%, -6%
CC1CC(C)(C)NC(=S)N1CCCC(=O)Nc1ccccc1F (stereo unspecified)
    4%, 8%, -3%, 0%, -11%, -13%, -3%, 2%
CC1CCC2(CC1)NC(=O)N(Cc1cc(=O)n3ccsc3n1)C2=O (stereo unspecified)
    -6%, 6%, i, -1%, 5%, 14%, 4%, 3%
COc1ccc2[nH]c(=O)c(COC(=O)c3cccs3)cc2c1
    3%, 8%, -3%, 0%, 9%, -9%, 2%, 6%
CC(C)NS(=O)(=O)c1ccc(CCC(=O)NCc2cccnc2)cc1
    -8%, -1%, 0%, 2%, -4%, 8%, 4%, 6%
COc1nc(C)ccc1-c1noc(-c2ccccn2)n1
    -2%, 2%, 5%, 0%, 3%, -1%, -13%, 6%
CC1Cc2ccccc2N1c1ncnc2nc[nH]c12 (stereo unspecified)
    10%, -4%, -2%, -2%, 0%, 2%, -2%, 6%
O=C(Nc1cccc(O)c1)c1ccc(Br)cc1
    -1%, 6%, 4%, 0%, 1%, -2%[11.4 µM], -2%, 10%

Four structures from above, ordered by SMILES length, ascending:
Every second line gives: GAA inh, RGS12 GoLoco inh, RECQ1 helicase, TexasRed fluor, GAA glycogen, L3MBTL1 inh, aGlu spleen mod, TRb-SRC2 inh
CC1CC(C)(C)NC(=S)N1CCCC(=O)Nc1ccccc1F (stereo unspecified)
    4%, 8%, -3%, 0%, -11%, -13%, -3%, 2%
CCOC(=O)c1[nH]c(C)c(C(=O)Nc2ccc(F)cc2)c1C
    -3%, 5%, -5%, 0%, 3%, x, 1%, 4%
C=CCn1c(Sc2nc(C)cs2)nc2c1c(=O)[nH]c(=O)n2C
    4%, 3%, -3%, 0%, 0%, 5%, -5%, 0%
CC(=O)NCCNC(=O)c1ccc(Sc2ccccc2)c([N+](=O)[O-])c1
    -6%, 1%, 6%, -3%, 6%, x, 3%, 3%

The list continues.
Every second line gives: GAA inh, RGS12 GoLoco inh, RECQ1 helicase, TexasRed fluor, GAA glycogen, L3MBTL1 inh, aGlu spleen mod, TRb-SRC2 inh
N#Cc1c(C(F)(F)F)cc(-c2cccs2)nc1SCc1ccc(Cl)nc1
    u, 2%, i, 3%, -7%, 13%, 7%, 7%
COc1cc(OC)cc(-c2nnc(SCC(=O)N3CCCCC3)o2)c1
    -1%, -3%, 0%, -3%, -1%, 4%, -10%, -8%
CCOC(=O)C1CCN(c2ncnc3c2cnn3-c2ccc(Cl)cc2)CC1
    -7%, 1%, 9%, -3%, -4%, 16%, 5%, -3%
CCC(C(=O)Nc1cccc(C(F)(F)F)c1)c1ccccc1 (stereo unspecified)
    -3%, 5%, -8%, -1%, -10%, 19%, -5%, 2%
CCOC(=O)c1cc(NC(=O)c2ccc(C)cc2)c(=O)oc1-c1ccccc1
    6%, -14%, 7%, -1%, -5%, 1%, -11%, 5%
CC1(CO)COC(c2ccccc2)=N1 (stereo unspecified)
    x, -1%, -4%, 2%, -1%, 11%, -1%, -2%
CC1CN(C(=O)CSc2nnc3c(Cl)cc(Cl)cn23)CC(C)O1 (stereo unspecified)
    -7%, -6%, i, -8%, 3%, x, -3%, -3%
Cc1cc(C(=O)CSc2nn3c(=O)c(C(C)(C)C)nnc3s2)c(C)n1-c1ccc(F)cc1
    -5%, 42%[activator], -3%, 2%, -1%, -9%, -2%, -2%
CC(=O)N1N=C(c2ccncc2)OC1(Cc1ccccc1)Cc1ccccc1
    x, -1%, -7%, -2%, -4%, -5%, 1%, 10%
Cc1ccc(NC(=O)c2ccc(Cn3cc([N+](=O)[O-])cn3)cc2)c(C)c1
    5%, 2%, -4%, 0%, 1%, 1%, -19%, -11%
C(=N\Nc1ncnc2nc[nH]c12)/c1cccs1
    -5%, 24%, -9%, -2%, -8%, -3%, -21%, 12%
O=C(CN1CCN(c2ccccc2O)CC1)NC(=O)NCc1ccco1
    -12%, -2%, -6%, -6%, u, -12%, 2%, -2%
CCOC(=O)c1c(NC(=O)CN2C(=O)NC3(CCCCCC3)C2=O)sc(C)c1-c1ccc(C)cc1
    -4%, 15%, -3%, -2%, 3%, 1%, 0%, -7%
NCCC[C@@H](CC(=O)N[C@@H]1CCNC[C@H]1C(=O)N[C@H](CC(=O)N[C@@H](CCC(=O)O)CC(=O)O)Cc1ccccc1)NC(=O)C[C@H](Cc1ccccc1)NC(=O)[C@@H]1CNCC[C@H]1N
    x, 3%, -27%, -3%, x, x, 0%, -1%
CCOc1[nH]n(-c2ccccc2)c(=O)c1C=Nc1ccc(C(=O)OC)cc1
    1%, -2%, -12%, -3%, -5%, 4%, -1%, -1%
CCn1c(-c2ccccc2Cl)nn(CC(=O)Nc2cc(Cl)ccc2Cl)c1=S
    2%, 1%, i, -2%, -8%, -3%, -1%, -7%
Cc1cccc(CN2CCN(CC(C)C)C(CCO)C2)n1 (stereo unspecified)
    x, 2%, i, -1%, 5%, x, 2%, 5%
